Bim-Bfl-1 = human Bim-Bfl-1 interaction inhibition. inhibition, % at 10 µM. 190,000 tested, 0.12% active. Bead-based flow cytometry, Bim-Bfl-1 binding inhibition. Q16548;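 also: 0% = wells without compound plus tracer and 100% = blocker peptide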
Bim-Bcl-2 = human Bim-Bcl-2 interaction inhibition; Bead-based flow cytometry, Bim peptide-Bcl-2 binding; inhibition, % at 10 µM; 190,000 tested, 0.06% active; AID 950; P10415; in the data active = inhibition above about 40%; inconclusive = no clear call, values can overlap the other calls;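 also: 0% = no compound wells with probe peptide and 100% = reference peptide inhibitor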
Bim-Bcl-B = inhibitors of Bim-Bcl-B interaction, human; Q9HD36; bead-based flow cytometry, Bim peptide-Bcl-B binding; 190,000 tested, 0.073% active; inhibition, % at 10 µM;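 also: 0% = tracer peptide without compound and 100% = reference inhibitor peptide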
Target sequence (Q9HD36 whole entry, looked up): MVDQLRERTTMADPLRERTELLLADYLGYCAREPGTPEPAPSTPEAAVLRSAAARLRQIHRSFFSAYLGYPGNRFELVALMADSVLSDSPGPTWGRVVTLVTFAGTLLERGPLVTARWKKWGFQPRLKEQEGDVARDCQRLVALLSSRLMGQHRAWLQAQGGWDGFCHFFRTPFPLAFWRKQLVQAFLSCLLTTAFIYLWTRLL
Bcl-XL Bim block = human Bim-Bcl-XL interaction inhibition; inhibition, % at 10 µM; Bim peptide-Bcl-XL binding, bead flow cytometry, fluorescence; 190,000 tested, 0.04% active; Q07817
Target sequence (Q07817 whole entry, looked up): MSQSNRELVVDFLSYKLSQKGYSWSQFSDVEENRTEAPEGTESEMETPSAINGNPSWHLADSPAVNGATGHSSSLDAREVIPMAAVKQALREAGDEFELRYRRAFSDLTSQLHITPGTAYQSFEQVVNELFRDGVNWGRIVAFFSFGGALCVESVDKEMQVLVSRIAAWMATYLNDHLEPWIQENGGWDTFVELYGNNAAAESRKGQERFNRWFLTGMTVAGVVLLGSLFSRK
Mcl-1 Bim block = inhibitors of Bim-Mcl-1 interaction, human; AID 1009; inhibition, % at 10 µM; Q07820; 190,000 tested, 0.1% active; Bead-based flow cytometry, Bim peptide-Mcl-1 binding;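 also: 0% = no compound tracer wells and 100% = peptide blocker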
RGS4-Gao reg = human RGS4-Galphao interaction regulation | Multiplexed bead flow cytometry, RGS4-Galphao binding; actives lie on both sides | 220,000 tested, 0.33% active | binding response (% of control), % at 10 µM | AID 1415; in the data active = binding response below about 49% or above about 150%; inactive = in between;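 also: fluorescent Galphao activated with aluminum fluoride binding bead-coupled RGS4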
Target sequence (P09471 whole entry, looked up): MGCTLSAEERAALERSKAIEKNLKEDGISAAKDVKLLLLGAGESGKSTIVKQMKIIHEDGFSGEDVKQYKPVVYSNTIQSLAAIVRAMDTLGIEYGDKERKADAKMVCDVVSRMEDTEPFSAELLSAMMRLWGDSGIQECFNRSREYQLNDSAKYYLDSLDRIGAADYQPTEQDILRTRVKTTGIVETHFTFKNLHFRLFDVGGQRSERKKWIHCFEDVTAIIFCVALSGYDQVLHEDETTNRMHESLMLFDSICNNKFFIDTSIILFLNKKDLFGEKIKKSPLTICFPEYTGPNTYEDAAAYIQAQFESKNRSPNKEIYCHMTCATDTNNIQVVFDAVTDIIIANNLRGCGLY
RGS7-Gao reg = regulators of human RGS7-Galphao interaction; Multiplexed bead flow cytometry, RGS7-Galphao binding; actives lie on both sides; AID 1439; binding response (% of control), % at 10 µM; 220,000 tested, 0.35% active; in the data active = binding response below about 49% or above about 150%; inconclusive = no clear call, values can overlap the other calls; inactive = in between;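 also: fluorescent Galphao held in activated GDP-AlF4 state binding bead-coupled RGS7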
Bcl-W Bim block = human Bim-Bcl-W interaction inhibition | Q92843 | AID 952 | 190,000 tested, 0.02% active | inhibition, % at 10 µM | bead-based flow cytometry, Bim peptide-Bcl-W binding;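 also: 0% = bound tracer without compound and 100% = peptide blocker; higher means less fluorescent Bim peptide bound to Bcl-W beads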
RGS8-Gao reg = modulates binding of RGS8 to human Galphao; P09471; multiplexed bead flow cytometry; actives lie on both sides; response (percent of control binding), % at 10 µM; 220,000 tested, 0.34% active; in the data active = response below about 60% or above about 140%; inactive = in between;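 also: Galphao activated as the GDP aluminium fluoride complex binding bead-coupled RGS8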
Mcl1 Bid PPI = disrupts binding of human Mcl-1 to Bid peptide. Q07820. TR-FRET Mcl-1/Bid-Dy647 peptide binding, 1536-well. inhibition, % at 21.7 µM. 220,000 tested, 0.97% active. AID 1021;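 active = compounds that cut the binding signal by more than half at the single screening dose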;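 also: His-tagged Mcl-1 with europium anti-His antibody binding Bid BH3 peptide; 0% = Mcl-1 plus peptide wells and 100% = peptide-only wells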
Mcl1-Noxa inh = disrupts binding of human Mcl-1 to Noxa peptide; 220,000 tested, 1.5% active; TR-FRET Mcl-1/Noxa peptide binding, 2 h; Q07820; AID 1022; inhibition, % at 21.7 µM;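 active = compounds that cut the protein-peptide binding signal by more than 50% relative to plate controls in a single-dose test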;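 also: His-tagged Mcl-1 with rhodamine Noxa BH3 peptide and terbium anti-His antibody; 0% = Mcl-1 plus Noxa peptide wells and 100% = peptide-only wells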
Starred values were filed as active, the others as inactive; ? = inconclusive; · = not tested or not shown. Rule as the data show it, unless noted: active = inhibition above about 40%.

#1 O=c1c2ccccc2nc(/C=C/c2cccnc2)n1Cc1ccccc1
#2 Cc1cccc(C2(c3cccc(C)c3)OC(=O)c3ccccc32)c1
#3 Cc1nc(SCC(=O)O)c(C#N)c(C)c1CC(=O)c1ccccc1
#4 CCOC(=O)Cc1csc(NC(=O)c2csc3c2CCCC3)n1
#5 CC(=O)NS(=O)(=O)c1ccc(NS(=O)(=O)c2ccccc2[N+](=O)[O-])cc1
#6 O=C(c1ccco1)N1CCN(c2ncnc3c2oc2ccccc23)CC1

compound no.,1,2,3,4,5,6
Mcl1 Bid PPI,91*,5,-29,-12,-7,-15
Bim-Bcl-B,-1,-2,-12,-6,·,-2
Mcl1-Noxa inh,31,3,20,36,5,-7
Bim-Bfl-1,-1,-3,-7,-1,·,-1
RGS8-Gao reg,107,102,97,14*,99,98
Mcl-1 Bim block,2,0,-1,-4,·,-5
Bim-Bcl-2,3,0,-2,-3,·,2
Bcl-W Bim block,2,-4,0,-4,·,0
Bcl-XL Bim block,2,-2,-4,-5,·,0
RGS4-Gao reg,103,98,96,29*,108,98
RGS7-Gao reg,107,102,99,19*,?,101

#7 O=C(CN1CCOCC1)Nc1cccc(Cl)c1Cl
#8 COc1ccccc1Nc1ncnc2c1oc1ccccc12
#9 O=[N+]([O-])c1ccc(Nc2nc(NCCO)nc(N3CCCC3)n2)cc1
#10 COc1ccc(NC(=O)C(C)N(c2ccc(C)cc2)S(C)(=O)=O)cc1 (centres undefined)
#11 COC(=O)Nc1nn(-c2ccc(Cl)cc2)c(=O)c(C#N)c1C
#12 COC(=O)Cn1c(=NC(=O)c2cc(OC)cc(OC)c2)sc2cc(OC)ccc21

compound no.,7,8,9,10,11,12
Mcl1 Bid PPI,-25,1,-34,-19,-35,11
Bim-Bcl-B,-6,-3,0,-8,·,-3
Mcl1-Noxa inh,-4,7,19,-1,-10,6
Bim-Bfl-1,-14,-1,6,-17,·,1
RGS8-Gao reg,100,101,100,101,100,105
Mcl-1 Bim block,0,0,3,-5,·,-8
Bim-Bcl-2,-14,-4,0,-10,·,-2
Bcl-W Bim block,0,-4,2,-4,·,-7
Bcl-XL Bim block,-6,-4,1,-8,·,-7
RGS4-Gao reg,99,102,100,102,104,107
RGS7-Gao reg,97,99,?,102,?,106

#13 CC1(c2nnc(-c3ccc(F)cc3)o2)CC(c2ccccc2)=NO1 (centres undefined)
#14 COc1cccc(CNC(=O)c2ccc(CS(=O)(=O)Cc3ccc(C)cc3)o2)c1
#15 COc1ccc(CCC(=O)Nc2nc(-c3ccncc3)cs2)cc1
#16 Cc1ccccc1NC(=O)c1ccc(N/N=C/c2ccccc2O)c([N+](=O)[O-])c1
#17 CCCSc1nsc(NC(=O)c2cccnc2OCC)n1
#18 N#Cc1ccc(OCC(=O)Nc2cc(S(=O)(=O)N3CCOCC3)ccc2N2CCOCC2)cc1

compound no.,13,14,15,16,17,18
Mcl1 Bid PPI,-20,-13,-56,-10,1,4
Bim-Bcl-B,·,-3,-15,-1,-2,·
Mcl1-Noxa inh,-20,15,23,9,-7,7
Bim-Bfl-1,·,-5,0,-1,0,·
RGS8-Gao reg,98,104,98,100,100,103
Mcl-1 Bim block,·,0,-3,-1,1,·
Bim-Bcl-2,·,4,-2,0,-3,·
Bcl-W Bim block,·,3,-5,-1,-2,·
Bcl-XL Bim block,·,-1,-4,0,-3,·
RGS4-Gao reg,94,107,99,99,102,109
RGS7-Gao reg,?,109,99,94,104,·

#19 COc1cc(C2Nn3c(nnc3-c3ccccc3OC)S2)ccc1O (centres undefined)
#20 O=C(O)CCCCCn1c(O)c(C=C2N=c3ccccc3=N2)sc1=S
#21 N#Cc1ccccc1Sc1ccccc1C(=O)Nc1ccc2ccccc2c1
#22 Cc1ccc2ccccc2[n+]1CCCS(=O)(=O)[O-]
#23 O=C(c1ccccc1)N1CCN(Cc2c[nH]c3ccccc23)CC1
#24 c1ccc2c(c1)nc(N1CCOCC1)c1c3ccccc3[nH]c21

compound no.,19,20,21,22,23,24
Mcl1 Bid PPI,-20,-70,-50,5,-7,-23
Bim-Bcl-B,-50,-8,0,-8,-8,-12
Mcl1-Noxa inh,18,21,5,14,14,19
Bim-Bfl-1,9,0,-4,-16,-20,-10
RGS8-Gao reg,99,100,121,99,100,101
Mcl-1 Bim block,-6,-3,-8,-3,-8,-3
Bim-Bcl-2,7,-2,-4,-8,-11,-8
Bcl-W Bim block,-4,-3,-6,-2,-1,-2
Bcl-XL Bim block,-3,-6,-5,-6,-7,-9
RGS4-Gao reg,101,96,109,101,102,103
RGS7-Gao reg,104,98,105,100,100,102

#25 COc1ccc(N2CCN(CCCNC(=O)CCCn3c(=O)[nH]c4ccsc4c3=O)CC2)cc1
#26 Cc1nn(C)c(C)c1CN(C)C(=O)CCCC(=O)O
#27 COc1ccccc1CNCc1ccc(OC)c(OC)c1OC
#28 Cc1ccc(CNC(=O)Cn2cnc3cc([N+](=O)[O-])ccc3c2=O)cc1
#29 COCCSc1nc(N)c(NC(=O)c2ccc(OC)cc2)c(=O)[nH]1
#30 COc1ccc(/C=N/NC(N)=S)cc1OC(=O)c1ccccc1

compound no.,25,26,27,28,29,30
Mcl1 Bid PPI,-60,7,24,-9,7,-143
Bim-Bcl-B,67*,-6,-8,-1,-2,-9
Mcl1-Noxa inh,2,15,33,17,17,19
Bim-Bfl-1,30,0,-6,-1,-5,-10
RGS8-Gao reg,104,105,101,100,104,101
Mcl-1 Bim block,11,1,-11,2,0,-2
Bim-Bcl-2,62*,2,-7,-3,-2,-8
Bcl-W Bim block,4,0,-1,4,1,4
Bcl-XL Bim block,1,-1,-5,0,-1,-7
RGS4-Gao reg,94,102,95,104,99,105
RGS7-Gao reg,99,100,94,99,106,101

#31 CCOC(=O)c1nn(-c2ccc(Cl)cc2)c2nc(Nc3ccccc3)cc(=O)n12
#32 COc1cccc(/C=C2\SC(=S)NC2=O)c1OS(=O)(=O)c1ccc(NC(C)=O)cc1
#33 COC(=O)Cc1c(C)c2ccc(OCc3nn[nH]n3)cc2oc1=O
#34 O=C(CSc1nc2ccccc2o1)N1CCN(S(=O)(=O)c2ccc3ccccc3c2)CC1
#35 Cc1cc(=O)oc(C)c1C(=O)N1CCCc2ccccc21
#36 COc1ccccc1C(=O)NCCn1ccc2ccccc21

compound no.,31,32,33,34,35,36
Mcl1 Bid PPI,-1,-42,11,1,-11,-20
Bim-Bcl-B,-4,-3,-5,-13,-1,0
Mcl1-Noxa inh,-7,23,36,7,-4,12
Bim-Bfl-1,-5,0,-11,-4,-3,-8
RGS8-Gao reg,100,101,103,99,98,101
Mcl-1 Bim block,-6,-2,-1,-24,-4,-2
Bim-Bcl-2,-1,0,-9,-4,-5,-1
Bcl-W Bim block,1,-2,-2,-15,-3,4
Bcl-XL Bim block,-2,-5,-3,-14,-5,1
RGS4-Gao reg,99,100,105,96,97,102
RGS7-Gao reg,101,101,101,97,97,101

#37 CC(=O)Nc1cccc(NC(=O)CSc2nnc(Cc3cccn3C)n2-c2ccc(C)cc2)c1
#38 COCCCNCCOc1ccc(C)cc1[N+](=O)[O-]
#39 Cc1ccc(-c2nn(CC(N)=O)c(=O)c3ccccc23)cc1S(=O)(=O)N(C)C
#40 N#CC1=C2C=CC=CN2CC1=O
#41 COc1cc(NC(=O)c2ccco2)c(OC)cc1NC(=O)CCC(=O)Nc1cc(C)ccc1C
#42 O=C(O)C1CCN(C(=O)CSc2nc3ccccc3s2)CC1

compound no.,37,38,39,40,41,42
Mcl1 Bid PPI,-46,-12,-9,-10,-50,-5
Bim-Bcl-B,9,-5,-5,-4,0,-3
Mcl1-Noxa inh,11,4,8,13,21,5
Bim-Bfl-1,9,0,-13,0,-3,0
RGS8-Gao reg,94,102,99,99,99,100
Mcl-1 Bim block,8,-4,-1,-3,0,-2
Bim-Bcl-2,7,0,-16,-2,-5,-1
Bcl-W Bim block,13,-2,-2,-4,1,-4
Bcl-XL Bim block,17,-6,-4,-4,-2,-3
RGS4-Gao reg,98,97,101,100,106,101
RGS7-Gao reg,101,95,101,99,103,101

#43 CCN(CC)S(=O)(=O)c1cccc(-c2nnc(SCCOc3ccccc3)o2)c1
#44 Cn1cc(/C=C2\SC(=O)N(c3ccccc3)C2=O)c2ccccc21
#45 c1cncc(CNc2cccc(-c3nc4ccccc4[nH]3)c2)c1
#46 O=Cc1ccc(Oc2cnccn2)cc1
#47 COc1cccc(/C=N/NC(=O)C(=O)Nc2ccccc2OC(F)(F)C(F)F)c1O
#48 CCN1CCN(C(=O)C2=C(C(=O)O)CCCC2)CC1
#49 COc1ccccc1NCC(=O)N/N=C/c1sccc1C

compound no.,43,44,45,46,47,48,49
Mcl1 Bid PPI,3,-4,-24,-33,-69,-6,-26
Bim-Bcl-B,-8,-9,-10,-5,-6,-10,0
Mcl1-Noxa inh,-2,19,35,-7,21,6,1
Bim-Bfl-1,-13,-9,-13,-5,-7,-13,-1
RGS8-Gao reg,101,101,103,110,97,103,99
Mcl-1 Bim block,0,-4,-2,0,-3,0,2
Bim-Bcl-2,-10,-5,-11,-5,-3,-11,0
Bcl-W Bim block,2,-4,-4,-5,-2,0,0
Bcl-XL Bim block,-10,-4,-7,1,-5,-5,0
RGS4-Gao reg,100,103,101,107,92,104,97
RGS7-Gao reg,97,103,99,?,84,105,?

Screening data (PubChem)
